Screening results as filed in PubChem BioAssay.
iPSC survival up: hiPSC single-cell survival enhancement; ATPlite luminescence; 100% = ROCK inhibitor wells, 0% = DMSO; survival enhancement, % at 20 µM; 360,000 compounds, 0.044% hits; in the data active = survival enhancement above about 18%;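 also: cells exposed to compounds for 16 hours before the ATP read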
ABCB6 inh MLPCN: inhibitors of human ABC transporter ABCB6. fluorescence ratio to DMSO, % at 10 µM. 360,000 compounds, 0.19% hits. Q9NP58. K562-ABCB6 porphyrin accumulation, flow cytometry, 1 h; active compounds read low;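 active = fluorescence ratio to DMSO below 75%, the collection mean minus 3 SD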;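 also: signal is porphyrin accumulated inside mitochondria; 100% equals median channel fluorescence of DMSO control wells; lower ratio means ABCB6 inhibition with less porphyrin fluorescence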
Glyco luc inh: N-linked glycosylation inhibition | D54 ERlucT glycosylation luciferase reporter, 24 h; percent of 100 nM tunicamycin response | reporter increase, % at 12.5 µM | 360,000 compounds, 0.23% hits | AID 588692;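 active = mean luciferase reporter signal, scaled so untreated is 0 and the glycosylation-blocking control 100, at or above a set limit in every replicate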;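 also: luciferase carries N-glycosylation sites so blocking glycosylation raises the light; 0% = median of neutral control wells and 100% = median of 100 nM tunicamycin wells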
HTR2A ag: agonists of mouse serotonin 5-HT2A receptor (HTR2A); P35363; CHO-K1 mHTR2A beta-arrestin complementation, luminescence; percent of 30 µM serotonin response; activation, % at 7.6 µM; 360,000 compounds, 0.66% hits; AID 624169;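 active = activation above a run cutoff, the mean activation of all tested compounds plus 3 SD, cut at about 14% in these data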;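 also: 0% = plate median of compound wells and 100% = 30 µM serotonin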
Target sequence (P35363 whole entry, looked up): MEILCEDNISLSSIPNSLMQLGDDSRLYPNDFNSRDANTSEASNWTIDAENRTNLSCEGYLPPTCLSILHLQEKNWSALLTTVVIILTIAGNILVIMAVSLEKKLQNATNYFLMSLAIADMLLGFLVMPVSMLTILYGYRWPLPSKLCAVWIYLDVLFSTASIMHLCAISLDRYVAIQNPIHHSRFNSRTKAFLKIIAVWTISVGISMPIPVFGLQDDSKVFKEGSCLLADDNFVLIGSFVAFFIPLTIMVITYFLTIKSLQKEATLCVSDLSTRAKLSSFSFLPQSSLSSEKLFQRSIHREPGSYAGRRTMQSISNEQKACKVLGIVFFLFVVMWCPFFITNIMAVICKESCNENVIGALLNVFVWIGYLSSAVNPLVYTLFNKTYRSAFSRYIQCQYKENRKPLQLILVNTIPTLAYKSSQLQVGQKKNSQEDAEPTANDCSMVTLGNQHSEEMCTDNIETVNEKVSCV
Cardio protect: modulators protecting cardiomyocytes from myocardial damage; 360,000 compounds, 0.63% hits; H9c2 cardiomyocytes, H2O2 injury protection, ATPLite, 2 h; protection from H2O2 cell death, % at 20 µM; AID 588492;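 active = compounds giving at least 50% protection of heart cells from peroxide-induced death in the single-dose screen, raw or plate-pattern-corrected value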;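 also: 0% = DMSO wells with peroxide and 100% = DMSO wells without peroxide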
aDG glyco up: alpha-DG glycosylation activation; 360,000 compounds, 0.22% hits; Pro5-aDG cells, alpha-DG glycosylation AlphaScreen (IIH6); 0% Pro5, 100% B10-LARGE cell signal; AID 624168; activation, % at 10 µM;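 active = activation of at least 8% versus controls, or a plate z-score of at least 8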;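 also: Pro5 are CHO cells carrying HIG-tagged alpha-DG that lacks glycosylation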
PDI inh: blocks human protein disulfide isomerase activity; P07237; PDI insulin aggregation turbidity, A650, 90 min; inhibition, % at 10 µM; 350,000 compounds, 0.052% hits; AID 588391;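 active = mean inhibition across replicates of 30% or more, whatever share of single replicates reach that level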;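 also: absorbance from insulin aggregation driven by PDI reduction with DTT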
Target sequence (P07237 whole entry, looked up): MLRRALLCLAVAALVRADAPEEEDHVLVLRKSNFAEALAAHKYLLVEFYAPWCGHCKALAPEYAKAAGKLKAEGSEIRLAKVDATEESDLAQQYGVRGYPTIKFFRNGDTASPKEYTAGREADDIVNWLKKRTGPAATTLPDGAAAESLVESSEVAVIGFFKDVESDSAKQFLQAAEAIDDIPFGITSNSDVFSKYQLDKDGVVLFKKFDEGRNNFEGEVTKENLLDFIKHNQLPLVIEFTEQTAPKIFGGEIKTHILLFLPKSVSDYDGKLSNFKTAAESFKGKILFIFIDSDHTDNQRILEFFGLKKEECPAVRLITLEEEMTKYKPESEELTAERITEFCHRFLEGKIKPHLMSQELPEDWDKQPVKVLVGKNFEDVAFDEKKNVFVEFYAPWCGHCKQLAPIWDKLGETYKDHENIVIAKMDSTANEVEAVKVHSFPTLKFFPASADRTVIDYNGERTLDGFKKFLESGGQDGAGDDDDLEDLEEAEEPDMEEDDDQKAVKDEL
CaV13 FRET inh: Disruptors of the CACNA1D IQ motif to Ca2+-dependent inactivation inhibitor domain association, primary screening, Förster resonance energy transfer in intact living …. HEK cells, CFP/YFP FRET ICDI-IQ, plate reader, 10 min; percent FRET-ratio fall versus neutral wells. inhibition, % at 12.3 µM. 340,000 compounds, 0.098% hits;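 active = mean replicate inhibition of at least 30% and at least 1% of replicates passing that level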;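 also: 0% = median of the neutral control wells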
Exocytosis inh: blocks lytic granule exocytosis | TALL-104 LAMP-1 surface exposure, flow cytometry; cells stimulated with thapsigargin and PMA | inhibition, % at 10 µM | 360,000 compounds, 0.66% hits;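 active = inhibition above about 55%, limit read from the data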
Vif imaging: blocks HIV Vif function; HEK293T cells, Vif self-association by quenched fluorescence, imaging, 24 h; 340,000 compounds, 0.35% hits; inhibition, % at 7.49 µM; in the data active = inhibition above about 50%, passing the limit was not always enough; also: some results filed as inactive read as strong as hits
* = called active by the depositor; / = no result given; & = joins results of further samples. The order is random; any-hit rate near 3.1%.

Compound	iPSC survival up	ABCB6 inh MLPCN	Glyco luc inh	HTR2A ag	Cardio protect	aDG glyco up	PDI inh	CaV13 FRET inh	Exocytosis inh	Vif imaging
CCCCC1=CC2=CC(=O)C(C)(OC(=O)CC)C(=O)C2=CN1C(CO)CO (stereo unspecified)	0.0	100	3	-2	4	0.2	0	-4	-5	-3
O=c1[nH]c(=O)n(C2OC(CO)C(O)C2O)c2c1CCCC2 (stereo unspecified)	-1.5	95	3	0	16	-0.5	/	-9	-9	0
Cc1c(NC2=C(Cl)C(=O)N(c3ccccc3)C2=O)c(=O)n(-c2ccccc2)n1C	-3.3	97	0	3	-11	-0.2	-2	-5	2	-4
Cc1ccc(NS(=O)(=O)c2ccc(NC(=O)c3ccccc3C(=O)O)cc2)c(C)c1	-0.5	99	0	-6	-1	0.0	4	-2	6	-4
COC(=O)COc1c(Cl)cc(Cl)c2ccc(C)nc12	0.1	99	2	-3	4	-0.3	-7	-7	9	1
O=C(CN1CCOCCOCCOCC1)Nc1ccccc1	1.0	92	0	2	2	-0.2	-13	-3	0	10
O=C(CSc1nnc(-c2ccncc2)n1-c1ccccc1)NC1CC1	-0.2	100	0	0	10	0.1	-7	-2	-3	-5
O=[N+]([O-])c1cccc(S(=O)(=O)[N-]c2nc3ccccc3nc2-n2cc[n+](Cc3ccccc3)c2)c1	0.3	102	10	-8	3	-0.1	-3	11	-6	6
CCc1cc(C(=O)OC)c(NC(=O)CN2CCN(C(=O)C3CCCO3)CC2)s1 (stereo unspecified)	0.7	100	1	-2	5	0.1	12	/	-5	-1
O=C(CCc1ccccc1F)N1CCN(c2ccc(C(F)(F)F)cn2)CC1	-0.3	97	-1	1	1	0.1	5	-4	4	-9
COc1ccc(CNC(=O)c2cc3c(=O)n4ccccc4nc3n(Cc3cccnc3)c2=N)cc1	-0.6	94	0	3	-1	0.6	1	-2	4	24&-3
O=c1[nH]n(-c2ncnc3c2cnn3-c2ccccc2)c(=O)c2ccccc12	-0.7	99	3	3	8	-0.1	-1	/	0	-1
CCc1cc(C(=O)N(Cc2ccccc2)c2c(N)n(CCOC)c(=O)[nH]c2=O)sc1C	-0.3	100	2	-1	-5	-0.1	-12	-3	4	-19
CCC(=NC1CC(C)(C)NC(C)(C)C1)C1=C(O)CC(C)(C)CC1=O	-1.8	86	0	2	2	-0.1	3	/	-1	-2
CC1CCc2sc(C(=O)NNC(=S)NC3CC3)cc2C1 (stereo unspecified)	-0.2	95	2	-7	3	-0.1	-7	/	2	6
COc1ccc(Cl)cc1S(=O)(=O)NC(C)C(=O)NCc1ccncc1 (stereo unspecified)	-0.6	164	3	5	3	0.1	3	-3	-11	5
CC(C)[C@H](Nc1nc(-c2ccccc2)nc2c1oc1ccccc12)C(=O)O	1.8	93	2	0	2	-0.2	-9	-5	-2	-3
CN(C)S(=O)(=O)c1ccc2oc(SCC(=O)Nc3ccccc3F)nc2c1	-0.6	95	-4	2	-5	-0.1	4	-4	-1	-1
Cc1cccc(OCC(=O)O/N=C(\N)c2ccncc2)c1	-0.3	98	-2	0	5	0.0	-9	-2	-4	2
CC(C(=O)NCC1CCCCC1)N1CCN(S(=O)(=O)c2cccs2)CC1 (stereo unspecified)	0.3	97	-2	1	-1	0.1	5	-6	-4	-2
Cc1ccccc1S(=O)(=O)Cc1ccc(C(=O)N2CC(C)CC(C)C2)o1 (stereo unspecified)	1.3	95	-2	-1	2	0.0	-1	2	-5	-1
Cc1c(C(=O)N2CCCCC2)c(S(=O)(=O)N(C)Cc2ccco2)c(C)n1C	-0.4	94	0	-2	8	-0.1	10	-3	0	9
COC(C)(C)[C@]12CC(O)(C(C)C)ON1[C@H]1CCCCC1N2O (stereo partly specified)	1.6	126	2	1	-8	-0.1	-2	/	1	-3
Cc1cnc(NS(=O)(=O)c2ccc(Cl)cc2)c(Br)c1	0.4	102	1	-1	-3	-0.1	-35	-4	6	-13
O=C(OCc1nnc(-c2ccc(Cl)cc2)o1)c1ccc(=O)n(Cc2ccccc2)n1	-3.2	103	1	0	-5	0.0	3	-5	-1	15
NC(=O)C1CCN(C(=O)c2cc(-c3ccc(Cl)s3)nc3ccccc23)CC1	1.0	96	1	-3	6	-0.2	20	-2	-1	-9
COc1ccc(/C=C(/NC(=O)c2ccco2)C(=O)N2CCCCCC2)cc1OC	-0.3	94	1	-3	1	-0.3	-6	-6	30	17
CC(C)(CC(=O)O)CC(=O)N1CCN(c2cc(C(F)(F)F)nc3ccccc23)CC1	1.3	95	1	1	6	0.0	2	/	0	-17
N#Cc1c(N2CCN(c3ccc([N+](=O)[O-])cc3)CC2)[n+](=O)c2ccc(Cl)cc2n1[O-]	-0.6	97	0	-6	-6	0.7	-6	-8	-5	-3
Cc1nc2c(-c3ccc(F)cc3)c(C)[nH]n2c(=O)c1Cl	0.0	98	-1	2	8	-0.2	2	-2	0	7
O=c1[nH]c(Cc2ccccc2Cl)nc2ccccc12	-1.0	94	2	2	-3	-0.2	0	-5	-4	-3
O=C(CN1C(=O)NC(c2ccccc2)(c2ccccc2)C1=O)NCCNCCO	-0.5	99	0	5	2	-0.1	-20	-1	1	-5
CCCSc1nsc(SCCC)c1C#N	1.1	91	-1	4	-15	-0.1	-5	-5	0	14
CCOc1ccc(C)cc1S(=O)(=O)n1nc(C)cc1C	-1.6	88	1	-1	8	0.4	0	-4	-6	4
CCc1nc(SCC(=O)c2c[nH]c3ccccc23)n[nH]1	-2.8	120	3	-5	6	0.4	3	-4	-4	-2
O=C(COC(=O)C1CC(O)CN1S(=O)(=O)c1ccc(Cl)cc1)c1cccc(Cl)c1 (stereo unspecified)	-1.4	95	3	-1	1	0.0	5	-5	6	/
c1ccc(CSc2nnc(-c3c[nH]c4ccccc34)o2)cc1	0.5	96	1	-1	-13	-0.1	1	/	-2	5
COc1ccc(-n2c(Cn3nc(C(F)(F)F)cc3C)n[nH]c2=S)cc1	-0.9	98	3	3	-4	-0.1	3	-4	0	1
COC(=O)C(Cc1ccccc1)NC(=O)CC(C)CC(=O)Nc1ccc(OC)cc1OC (stereo unspecified)	0.4	100	-2	-2	-5	-0.2	-13	-21	0	9
O=C(COC(=O)/C=C/c1ccccc1Cl)NC1CC1	3.0	96	0	0	-1	-0.3	0	-5	8	6
CC12CN3CC(C)(CN(C1)C3c1ccc(Cl)cc1)C2 (stereo unspecified)	-0.6	98	0	-3	2	0.0	8	-4	-7	1
COC(=O)CCCC1=CC2=CC(=O)C(C)(OC(=O)c3cccs3)C(=O)C2=CN1CC1CC1 (stereo unspecified)	-1.0	99	1	5	-13	0.2	1	-4	5	-5
Cc1cc(C)n(C(=O)c2cccc(S(=O)(=O)N3CCCC3)c2)n1	1.0	108	0	0	-4	-0.1	-1	-4	-2	4
COc1ccc(S(=O)(=O)Nc2ccncc2)c(C)c1C	-0.6	97	0	-1	-2	-0.3	-1	-6	7	1
CCCn1c(=O)c(C(=O)NNS(=O)(=O)c2ccc(NC(=O)OC)cc2)c(O)c2ccccc21	1.8	99	1	1	-3	0.0	-32	-4	12	9
COc1ccc(N2CC(C(=O)Nc3ccc(N4CCOCC4)cc3)CC2=O)cc1 (stereo unspecified)	0.4	93	-2	0	-6	0.0	-12	-5	-5	-1
CCOc1ccc(Br)cc1S(=O)(=O)Nc1ccc(C(=O)OCC(=O)Nc2ccc(C#N)cc2)cc1	0.5	96	-2	-3	-6	0.4	4	0	4	-4
CCc1ccc(NC(=O)C(C)Sc2nnc(CN3CCCC3)o2)cc1 (stereo unspecified)	-0.3	97	3	-1	4	-0.1	8	-6	5	-6
CCOCCCNC(=O)C(Cc1ccccc1)NC(=O)c1ccco1 (stereo unspecified)	-3.2	102	1	6	1	-0.1	0	-5	8	12
Cc1cc2nc(-c3cccc(Cl)c3)c(Cc3ccsc3)n2c(C)c1Br	-0.7	103	/	5	/	0.3	/	-9	22	/
CC1CN(c2oc(-c3ccco3)nc2C#N)CC(C)O1 (stereo unspecified)	7.0	96	1	3	8	0.0	0	/	0	/
CCc1c(C)nc(SCC(=O)NNC(=O)Cc2ccc(OC)cc2)[nH]c1=O	-0.6	101	1	-4	-2	-0.1	0	3	-6	-17
O=S(=O)(c1ccc(Br)cc1)N1CCN=C1SCc1cccc(F)c1	0.8	95	2	-1	-6	0.1	7	/	-3	-4
O=C(O)Cn1nnnc1-c1ccc(F)cc1	0.8	92	-1	-4	6	0.0	9	-7	1	/
Cc1cccc2nc(-c3cccc(NC(=O)c4ccc(Cl)cc4)c3)cn12	2.3	96	3	22*	1	6.5*	-4	-8	-4	10
Cc1nn(-c2ccccc2)c(C)c1NC(=O)COC(=O)Cc1cccc(C(F)(F)F)c1	-0.5	100	1	1	-2	0.1	-2	-6	-4	-1
Cc1cc(NC(=O)CCN2C(=O)c3ccccc3C2=O)no1	-0.9	93	0	0	12	-0.1	-5	-5	-2	5
CCCCN1CC(=O)N2[C@H](c3ccc(Cl)cc3)[C@@H]3C(=O)N(CC)C(=O)[C@@H]3[C@]2(C)C1=O	0.0	105	1	1	3	-0.4	-5	-10	5	-3
O=S(=O)(c1cccc2nsnc12)N1CCc2ccccc21	1.1	93	0	1	-10	0.1	9	-4	1	-12
O=C(NCCCN1CCCC1=O)C1CCN(S(=O)(=O)c2ccc(F)cc2)CC1	-0.2	101	2	-1	4	0.1	-16	-5	0	4

As a working copy, part of the list above.
Compound	iPSC survival up	ABCB6 inh MLPCN	Glyco luc inh	HTR2A ag	Cardio protect	aDG glyco up	PDI inh	CaV13 FRET inh	Exocytosis inh	Vif imaging
CCCCC1=CC2=CC(=O)C(C)(OC(=O)CC)C(=O)C2=CN1C(CO)CO (stereo unspecified)	0.0	100	3	-2	4	0.2	0	-4	-5	-3
O=c1[nH]c(=O)n(C2OC(CO)C(O)C2O)c2c1CCCC2 (stereo unspecified)	-1.5	95	3	0	16	-0.5	/	-9	-9	0

Additional records follow:
Compound	iPSC survival up	ABCB6 inh MLPCN	Glyco luc inh	HTR2A ag	Cardio protect	aDG glyco up	PDI inh	CaV13 FRET inh	Exocytosis inh	Vif imaging
COc1cc(C(=O)NCCC(=O)NCCCN2CCCCC2)cc(OC)c1OC	15	96	5	-2	2	0.1	0	-7	-2	13
CC(C)(C)OC(=O)N(Cc1ccccc1)Cc1ccc(OCc2cccc(NC(=O)C3CC3)c2)cc1	-1.1	96	-8	7	-10	0.2	4	-6	-1	-4
COCCCN1C(=O)C(=O)/C(=C(/O)c2ccc(OC(C)C)c(C)c2)C1c1ccncc1 (stereo unspecified)	4.0	106	3	6	4	-0.2	-17	-5	-2	-11
C[C@H](CO)N1C[C@H](C)[C@@H](CN(C)Cc2ccccc2)Oc2c(NS(=O)(=O)c3ccccc3)cccc2C1=O	-0.9	101	2	-6	7	0.0	-1	-11	-2	/
COC(=O)CN(c1ccccc1)S(=O)(=O)c1ccccc1	1.7	98	0	0	10	-0.2	-1	-10	4	-2
CCC(C)(C)NC(=O)C(c1ccc(OC)cc1)N(CC1CCCO1)C(=O)CCC(=O)Nc1cc(C)on1 (stereo unspecified)	-0.6	97	-1	5	0	1.4	12	-2	-1	-10
COc1ccc(OCC(O)CNC(=O)Nc2ccccc2)cc1 (stereo unspecified)	0.4	92	0	-2	-2	-0.1	4	3	-1	-5
